Compound activity from PubChem BioAssay.
PMI activator – phosphomannose isomerase (human) activation; P34949; purified human PMI, coupled resazurin fluorescence, 20 min; stronger effect = higher value; 1 = vehicle control, 0 substrate-free wells; activation factor at 20 µM; 0.005% of 190,000 active; AID 1214;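 active = activation factor of 2 or more at 20 µM, relative to plate controls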
Target sequence (P34949 whole entry, looked up): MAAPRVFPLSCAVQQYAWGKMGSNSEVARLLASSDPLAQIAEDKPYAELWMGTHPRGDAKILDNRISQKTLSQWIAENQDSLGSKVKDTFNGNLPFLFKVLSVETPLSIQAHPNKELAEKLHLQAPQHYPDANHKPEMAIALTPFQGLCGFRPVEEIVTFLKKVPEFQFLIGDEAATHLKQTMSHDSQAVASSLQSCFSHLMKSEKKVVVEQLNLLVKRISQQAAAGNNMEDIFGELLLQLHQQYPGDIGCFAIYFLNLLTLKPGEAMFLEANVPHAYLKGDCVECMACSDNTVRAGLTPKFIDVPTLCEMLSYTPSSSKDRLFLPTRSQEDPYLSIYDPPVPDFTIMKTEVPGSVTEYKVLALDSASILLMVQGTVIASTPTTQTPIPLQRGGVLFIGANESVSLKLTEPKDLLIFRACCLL
PPARg SRC-2 ag – promotes SRC-2 coactivator recruitment by human PPARgamma. PPARgamma LBD-SRC-2 recruitment, biochemical. activation, % at 8 µM. 0.34% of 200,000 active; in the data active = activation above about 22%;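 note: 0% = vehicle and 100% = reference agonist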
Target sequence (P37231 whole entry, looked up, the tested form may be a part): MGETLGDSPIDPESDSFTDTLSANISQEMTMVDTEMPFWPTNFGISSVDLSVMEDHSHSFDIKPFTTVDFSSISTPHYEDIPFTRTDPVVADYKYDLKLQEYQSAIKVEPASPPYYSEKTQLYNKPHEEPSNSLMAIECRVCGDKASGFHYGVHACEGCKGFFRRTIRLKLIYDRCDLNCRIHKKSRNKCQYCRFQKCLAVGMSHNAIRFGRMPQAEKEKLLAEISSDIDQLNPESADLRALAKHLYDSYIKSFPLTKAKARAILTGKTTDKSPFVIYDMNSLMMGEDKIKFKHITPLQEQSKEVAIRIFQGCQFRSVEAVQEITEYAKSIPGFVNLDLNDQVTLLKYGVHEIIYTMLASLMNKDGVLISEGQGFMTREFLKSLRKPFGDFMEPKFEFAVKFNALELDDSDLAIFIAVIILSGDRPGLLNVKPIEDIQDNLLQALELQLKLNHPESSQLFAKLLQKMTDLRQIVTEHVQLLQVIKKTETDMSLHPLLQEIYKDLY
PMI act satM6P – increases human PMI activity with near-saturating mannose 6-phosphate; P34949; coupled PMI enzyme assay, resazurin fluorescence, 20 min; stronger effect = higher value; 1 = untreated enzyme, 0 = substrate-free blank; activation factor at 20 µM; 0.34% of 190,000 active;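 active = activation factor of 2 or more at 20 µM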
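Material: human phosphomannose isomerase with PGI, G6PDH, diaphorase coupling enzymes / Reagent: Man-6-P substrate 1.0 mM / Dosing: single compound dose of 20 µM, 1% DMSO final / Incubation: enzyme reaction with compound 20 min at room temperature / Signal: resorufin fluorescence (Ex 544/Em 590 nm) from resazurin via diaphorase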
ROMK primary – modulates human ROMK potassium channel activity; B-score at 10 µM; 2% of 130,000 active; AID 1918; Tet-inducible ROMK, thallium flux fluorescence; actives lie on both sides; P48048;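 active = signal ratio slope over the read window, or its plate-corrected B-score, at least 3 SD from the plate mean, either direction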;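 note: B-score of the F/F0 ratio slope over 7 to 12 s after thallium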
PPARg SRC-1 ag – promotes SRC-1 coactivator recruitment by human PPARgamma; P37231; PPARgamma-SRC-1 coactivator recruitment biochemical assay; activation, % at 8 µM; 0.41% of 200,000 active; in the data active = activation above about 19%;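 note: 0% = DMSO and 100% = reference agonist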
S1P3 antag – antagonists of human S1P3 receptor; Q99500; CHO S1P3 NFAT-BLA reporter, FRET fluorescence, antagonist mode; inhibition, % at 4.98 µM; 0.27% of 170,000 active;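 active = inhibition above the plate cutoff, the mean inhibition of test wells on that plate plus 3 SD, cut at about 28% in these data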;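 note: cells challenged with S1P at its EC80 of 0.8 µM; blue over green emission ratio from cleaved BLA substrate after 4 h stimulation; 0% = S1P-stimulated wells and 100% = unstimulated DMSO-only wells; some compounds past the cut are filed as inactive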
G6PDH counter – L. mesenteroides G6PDH inhibition counter-screen. Purified L. mesenteroides G6PDH, diaphorase/resazurin coupled fluorescence, 45 min. inhibition, % at 5 µM. 0.12% of 200,000 active; in the data active = inhibition above about 50%
Diaph act CS – diaphorase activation or chemical reduction counter-screen; Diaphorase/resazurin coupled assay, resorufin fluorescence, 16 min; stronger effect = higher value; 1 = vehicle wells, 0 = NADH-free wells; activation factor at 20 µM; 0.005% of 190,000 active; AID 1229;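 active = diaphorase activity raised at least twofold by the compound at 20 µM; inactive = activation factor below 2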
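Test system: Clostridium kluyveri diaphorase, purified enzyme; input: enzyme 0.07 U/mL final; buffer or medium: 50 mM HEPES pH 7.4 with 4.542 mM MgCl2, 0.005% Tween 20; also added: 0.114 mM NADH and 0.1 mM resazurin, final amounts; schedule: 16 min enzyme reaction, ambient temperature; technique: fluorescence of resorufin, 544 nm excitation, 590 nm emission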
PPARg SRC-3 ag – promotes SRC-3 coactivator recruitment by human PPARgamma. biochemical PPARgamma/SRC-3 coactivator recruitment assay. activation, % at 8 µM. 0.26% of 200,000 active. P37231; in the data active = activation above about 23%;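 note: 0% = DMSO and 100% = reference agonist; some compounds past the cut are filed as inactive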
Diaphorase inh – diaphorase inhibition or chemical oxidation counter-screen. diaphorase resazurin-to-resorufin fluorescence, NADH, 16 min; bacterial (C. kluyveri) enzyme, not human. inhibition, % at 20 µM. 0.69% of 190,000 active. AID 1217;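 active = primary screen inhibition at 20 µM above a set limit, cut at about 50% in these data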;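 note: plate controls were DMSO with full reaction for no effect and wells lacking NADH for full effect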
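Assay system – diaphorase enzyme from Clostridium kluyveri · Amount – diaphorase 0.14 U/mL (working solution) · Times – reaction incubation of 16 min at room temperature · Controls – No-NADH positive control and DMSO neutral control · Signal – resorufin fluorescence 544/590 nm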
SRC2 TRFRET art – TR-FRET artefact, counter-screen to PPARgamma/SRC-2 agonist assay. 0.4% of 200,000 active. TR-FRET ratio at 8 µM. stronger effect = higher value; in the data active = TR-FRET ratio above about 2000; note: inactives centre near 1500
* = called active by the depositor; / = not tested or not shown; & = joins results of further samples. Rows are unselected; overall some 3.3% were active at least once.

SMILES	PMI activator	PPARg SRC-2 ag	PMI act satM6P	ROMK primary	PPARg SRC-1 ag	S1P3 antag	G6PDH counter	Diaph act CS	PPARg SRC-3 ag	Diaphorase inh	SRC2 TRFRET art
CC1CCC(NC(=O)CN2C(=O)C3CCCN3c3ncc(Cl)cc32)CC1 (stereo not given)	1	6	1.1	/	11	-17	-10	0.8	12	17	1754
O=C(c1ccccc1)c1ccc(OCCO)cc1	1	-5	1	1.4	3	4	4	0.9	0	8	1449
C(=N\Nc1nc2ccccc2[nH]1)/C1CCCCC1	1	14	0.9	-0.58	2	-9	4	1	10	3	1710
O=c1[nH]c(SCc2n[nH]c(=S)n2-c2ccccc2)nc2ccccc12	0.9	1	0.9	1.2	0	-19	3	0.6	-2	35	1587
CCCCS(=O)CC(CS(=O)CCCC)OC(=O)c1ccccc1 (stereo not given)	1.1	-8	1	-0.54	3	6	1	0.9	-9	7	1544
Cc1c(C(=O)O)oc2c1C(O)CC(C)(C)C2 (stereo not given)	1&1	4&2	1&0.9	/	6&2	0	6&4	1&0.9	5&2	3&12	1502&1566
CC1CN(S(=O)(=O)c2cn(C)c(=O)n(C)c2=O)CC(C)O1 (stereo not given)	0.9	-2	1	/	6	25	8	0.9	3	11	1734
CCCCOC(=O)Cn1c2ccc(OC)cc2c2nc3ccccc3nc21	1	12	1	-4.2*	3	/	-1	1	6	1	1739
O=C1c2[nH]nc(-c3ccccc3O)c2C(c2cccc(Cl)c2)N1Cc1ccco1 (stereo not given)	0.8	-7	0.9	-1.3	3	16	18	0.7	-3	33	1356
Brc1ccc(-c2cnnc(N3CCCC3)n2)cc1	1.2	6	1.1	-0.26	0	/	6	0.8	15	20	1521
Cn1c(=O)c2cc(S(=O)(=O)NCCC(=O)NC3CCCCCC3)ccc2n(C)c1=O	1	6	1	2.3	-2	/	2	0.9	-5	10	1445
O=[N+]([O-])c1ccc(N2CCN(S(=O)(=O)c3ccc4ccccc4c3)CC2)cc1NCc1ccco1	0.9	0	0.9	/	0	/	-11	1	-1	2	1594
COc1ccc(N2C(=O)[C@@H]3[C@H](C2=O)[C@H](C(=O)c2ccc(OC(C)=O)cc2)N2N=CC=C[C@@H]32)cc1	1.5	5	1.8	1.6	11	-3	1	0.8	4	16	1575
C=CCn1c(-c2cccc([N+](=O)[O-])c2)n[nH]c1=S	0.9	2	0.6	/	0	0	6	0.9	0	9	1419
COc1cc(/C=N/NC(=O)CCC(=O)NCc2ccccc2)cc(OC)c1OC	1	-6	1	0.83	-9	-10	-5	0.9	-3	6	1509
CCCCN(c1ccccc1)S(=O)(=O)c1ccc2c(c1)CCN2C(=O)CCC(=O)O	0.9	5	0.9	0.37	-2	-16	16	0.9	4	8	1521
Cc1nc2ccccn2c1C(=O)N=Nc1c(O)n(CCC(C)C)c2ccccc12	0.9	1	1	/	1	-5	-15	0.7	3	33	1660
CCn1c(C)cc2c(c1=O)C(c1ccc3c(c1)OCO3)C(C#N)=C(N)O2 (stereo not given)	1.1	-19	1.1	/	-1	/	0	1	7	-3	1404
CCOc1cc(N2CCOCC2)c(OCC)cc1NC(=O)c1ccccc1	1	5	0.7	0.0062	4	-6	3	1	0	-1	1451
O=C(NCC1CCCO1)c1cc2ccccc2[nH]1 (stereo not given)	1.1	9	1	/	10	-13	6	0.9	-1	8	1546
CCc1ccccc1NC(=O)CN(C)Cc1nc(N)nc(Nc2ccccc2C)n1	0.9	8	0.9	/	-2	-37	3	0.8	4	18	1497
CC(C)OC(=O)c1nn2c(C(F)(F)F)cc(-c3ccc(Br)o3)nc2c1Br	1	7	0.9	-0.55	1	/	4	0.8	6	18	1663
COc1ccc(OC)c(Nc2nc(-c3sc(C)nc3C)cs2)c1	0.9	7	0.8	/	4	14	2	0.8	20	20	1794
Nc1ccn(Cc2cccc(Cl)c2)n1	1.1	-4	1	0.21	-6	1	2	0.9	-8	9	1537
O=C(CCc1nnc(CCCCc2ccccc2)o1)NCCCc1cccnc1	/	-3	/	-1	0	-14	15	/	2	/	1383
COc1ccc(-n2c(N)c(C(=O)NCc3ccco3)c3nc4ccccc4nc32)cc1OC	1.2	-6	0.8	-0.71	-2	15	-3	0.8	0	22	1664
Cc1ccccc1C(=O)Nc1ccc(N2CCCC2)cc1	1.1	6	0.7	0.46	10	-10	8	0.9	7	5	1826
CC1=C(CCN2CCN(C(C)C)C(CCO)C2)C(C)(C)CCC1 (stereo not given)	1	1	1.1	/	12	10	5	1	2	-2	1527
CCS(=O)CCSC(=N)N (stereo not given)	1	4	1	/	0	/	1	0.9	-6	8	1592
O=C(OCc1nc2ccccc2s1)c1cnccn1	1	0	1.1	/	8	-18	2	1	2	3	1589
NC(=O)c1ccccc1N/C=C1\CCCCC1=O	1	2	1	1.3	-1	-6	7	0.9	10	7	1693
O=C(Nc1cccc(C(F)(F)F)c1)C1CCCO1 (stereo not given)	0.7	-8	1	-0.044	-8	-8	11	0.9	-1	13	1624
Cc1cccc(OCC(=O)OCC(=O)c2c(N)n(C)c(=O)n(C)c2=O)c1	1.1	-5	1	/	1	-16	7	0.9	-13	12	1441
Cc1occc1C(=O)NNC(=S)NCc1ccccc1	1	0	1.2	0.002	9	-4	10	1.1	2	-7	1564
O=C(NCC(c1cccs1)N1CCOCC1)c1ccccc1NS(=O)(=O)c1ccc(Cl)cc1 (stereo not given)	1	10	1.1	/	8	-3	-11	0.7	-2	27	1557
CCOC(=O)C(=Cc1ccc(-n2ccnc2)cc1)C(=O)OCC	1	3	0.9	-1	13	0	2	1	-1	1	1479
O=C(OCC(=O)N1CCCC1)c1cccs1	1	0	0.9	/	-5	-26	10	0.8	11	18	1614
CC(=O)n1cc(Nc2ccc([N+](=O)[O-])cc2)c2ccccc21	1.3	12	1.1	-0.78	13	-8	-2	1	6	-4	1831
CCOC(=O)c1cnc(SC)nc1Oc1cccc(NS(=O)(=O)c2ccc(Cl)cc2)c1	0.9	10	0.9	/	3	/	0	0.8	-11	23	1437
O=C(CN1CCN(c2ccc(Cl)cc2)CC1)N1CCCC1	1	4	1	-0.028	1	/	0	0.9	-8	10	1468
Fc1ccc(CN2CCN3CCCC3C2C2CCCCC2)cc1F (stereo not given)	0.9	8	1	/	1	/	6	0.9	6	14	1637
C/C(=N\n1nnnc1Nc1ccccc1)c1ccc(N)cc1	0.9	11	0.9	-0.14	12	-9	2	1	14	-4	1534
CC(C)(C)NC(=O)CSc1ccc(C(C)(C)C)cc1	0.9	7	0.9	/	0	/	3	0.9	1	12	1345
C/C(CCC(=O)O)=N/Nc1ccc([N+](=O)[O-])cc1[N+](=O)[O-]	0.9	2	1	0.8	0	-2	17	0.9	-2	12	1297
C=CCn1c(NC(=O)c2ccc(Br)o2)c(C(=O)OCC)sc1=S	0.5	-5	0.7	/	-6	-20	7	0.9	0	9	1506

The list goes on; the last 5 above are carried over.
SMILES	PMI activator	PPARg SRC-2 ag	PMI act satM6P	ROMK primary	PPARg SRC-1 ag	S1P3 antag	G6PDH counter	Diaph act CS	PPARg SRC-3 ag	Diaphorase inh	SRC2 TRFRET art
Fc1ccc(CN2CCN3CCCC3C2C2CCCCC2)cc1F (stereo not given)	0.9	8	1	/	1	/	6	0.9	6	14	1637
C/C(=N\n1nnnc1Nc1ccccc1)c1ccc(N)cc1	0.9	11	0.9	-0.14	12	-9	2	1	14	-4	1534
CC(C)(C)NC(=O)CSc1ccc(C(C)(C)C)cc1	0.9	7	0.9	/	0	/	3	0.9	1	12	1345
C/C(CCC(=O)O)=N/Nc1ccc([N+](=O)[O-])cc1[N+](=O)[O-]	0.9	2	1	0.8	0	-2	17	0.9	-2	12	1297
C=CCn1c(NC(=O)c2ccc(Br)o2)c(C(=O)OCC)sc1=S	0.5	-5	0.7	/	-6	-20	7	0.9	0	9	1506
COc1ccc(/C=C/C(=O)OCC(=O)NCCC2=CCCCC2)cc1OC	1.1	-2	1	-1.5	2	-9	-11	1	2	2	1478
COc1ccc(/C=C/C(=O)Nc2ccccc2C(=O)O)cc1	1	5	0.9	0.07	-6	-9	4	0.9	-1	10	1410
N#CC1=C(N)Oc2cc3ccccc3cc2C1c1cccs1 (stereo not given)	1	7	0.9	/	0	/	-2	0.7	9	26	1577
CC(=NC(C)C)C1=C(O)CCC1=O	1.1	4	0.9	1.7	-7	1	-1	0.9	-3	8	1531
O=C(NCCc1c[nH]c2ccccc12)C1CCC(Cn2c(=S)[nH]c3ccccc3c2=O)CC1 (stereo not given)	0.9	2	0.9	/	2	/	0	0.9	8	12	1631
Cc1ccc(S(=O)(=O)Nc2ccc(C(N)=O)cc2)cc1[N+](=O)[O-]	1	-2	1.1	0.086	2	1	10	1	0	0	1575
O=C(CN1CCCC1)N1CCCc2ccccc21	1	0	1	0.3	0	-15	3	1	-2	4	1519
O=C(NCc1ccco1)c1cccn2c(=O)c3c4c(sc3nc12)CCCC4	1.1	3	0.8	/	0	/	8	0.9	8	9	1455
O=C(Oc1ccc(-c2cnc3ccccc3n2)cc1)c1ccc(Br)o1	1.1	3	1.1	1.3	7	/	-1	0.9	3	13	1708
CCOC(=O)C1CCCN(c2c(C(=O)c3ccccc3)cnc3ccc(OC)cc23)C1 (stereo not given)	1.2	4	1.1	1.3	1	2	-2	0.9	0	9	1541
CCOC(=O)c1oc2ccccc2c1NC(=O)COc1cccc(OC)c1	1	1	1	/	8	3	-1	1	-2	4	1650
CCn1c(=N)n(CC(O)c2ccco2)c2ccccc21 (stereo not given)	0.9	-2	1	/	-2	4	31	0.9	-6	11	1358
O=C(O)c1cc(Cl)c(Cl)cc1C(=O)N1CCCC1	0.9	6	1	-0.029	6	-6	-8	0.9	0	12	1599
CCCCNc1ccc(S(=O)(=O)c2cccc([N+](=O)[O-])c2)cc1[N+](=O)[O-]	0.9	8	1	-1.4	1	5	19	0.9	1	10	1630
Cc1ccc(N(CC(=O)N/N=C/c2ccc(OC3CSC3)cc2)S(=O)(=O)c2ccccc2)cc1	0.8	-2	0.8	/	4	/	-6	0.8	6	22	1439
CC(=O)Oc1cc2oc(=O)c3c(c2cc1Cl)CCC3	0.9	9	1	/	5	-28	2	0.9	2	8	1653
Cc1ccnc(N2CCC(C(=O)Nc3ccc(Oc4ccccc4)cc3)CC2)n1	1.1	5	1	/	4	10	5	0.9	9	9	1533
